Screening results as filed in PubChem BioAssay.
EPAC1 agonist = activates human EPAC1 exchange factor | O95398 | EPAC1 agonist qHTS, biochemical assay; response scale: 100% = response to 6.5 mM cAMP | Potency, µM (series often up to 154 µM), for inactives: at the highest dose activation, actives largely listed as activators | 360,000 tested, 0.073% active; also: potency is read from the fitted curve at half-maximal effect; nearly all actives have a fitted effect of over 60% in size
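Normalized to 6.5 mM cAMP, activity reflects EPAC1-catalysed release of BODIPY-GDP from Rap1B, followed kinetically over 30 min at 480 nm excitation, 540 nm emission. Reaction contained 100 nM EPAC1, 250 nM Rap1B-BODIPY-GDP, 50 uM GDP.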
PLK1 PBD block = PLK1 (human) polo-box domain binding inhibition; P53350; Plk1 PBD binding of FITC phosphopeptide, fluorescence polarization; 360,000 tested, 2.8% active; Potency, µM, for the others: max response, negative = inhibition, most hits filed as inhibitors; also: potency is read from the fitted curve at half-maximal effect; series mostly up to about 57 µM; % is scaled to controls: 0 for no effect and ±100 for the full control effect; nearly all actives have a fitted effect of over 65% in size
Target sequence (P53350 whole entry, looked up, the tested form may be a part): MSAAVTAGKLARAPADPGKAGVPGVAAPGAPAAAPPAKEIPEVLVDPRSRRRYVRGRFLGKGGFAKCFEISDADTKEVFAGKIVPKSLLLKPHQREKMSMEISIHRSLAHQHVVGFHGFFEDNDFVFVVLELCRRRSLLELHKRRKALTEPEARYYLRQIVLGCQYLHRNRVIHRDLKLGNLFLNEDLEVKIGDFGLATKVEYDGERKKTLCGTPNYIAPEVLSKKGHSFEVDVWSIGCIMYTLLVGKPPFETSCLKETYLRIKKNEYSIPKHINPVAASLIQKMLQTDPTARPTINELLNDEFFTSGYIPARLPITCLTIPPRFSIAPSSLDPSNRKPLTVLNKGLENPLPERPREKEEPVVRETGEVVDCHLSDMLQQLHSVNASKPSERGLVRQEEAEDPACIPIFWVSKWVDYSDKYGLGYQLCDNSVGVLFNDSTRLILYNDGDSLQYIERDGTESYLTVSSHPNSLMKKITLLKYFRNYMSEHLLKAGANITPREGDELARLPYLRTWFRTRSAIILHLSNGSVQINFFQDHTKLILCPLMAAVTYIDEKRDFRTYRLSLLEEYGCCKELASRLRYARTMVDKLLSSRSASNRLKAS
EPAC1 antagonist = EPAC1 (human) antagonism; O95398; EPAC1 GEF assay, Rap1b-BODIPY-GDP exchange fluorescence; Potency, µM (doses to about 115 µM), without a hit: top-dose activity change, negative = inhibition, hits mostly inhibitors; 360,000 tested, 0.14% active; AID 720709;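 also: potency is read from the fitted curve at half-maximal effect; plate controls were vehicle for no effect and positive control for full effect; nearly all actives have a fitted effect of over 50% in size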
Abeta rescue = A-beta toxicity reversal in yeast | Potency, µM (titrated, usually from 46.1 µM), for inactives: at the highest dose growth rescue, most hits filed as activators | yeast expressing A-beta42, growth rescue, OD600, 48 h; response scale: 0% DMSO, 100% iron-clioquinol control | 410,000 tested, 0.063% active; also: potency is read from the fitted curve at half-maximal effect; nearly all actives have a fitted effect of over 55% in size
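Yeast A-beta toxicity model in growth medium with pinned compounds, 48 h at 30 C; growth read as absorbance at 600 nm. Normalized to FeCl3/clioquinol equimolar mix (positive) and DMSO (negative).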
WRN inhibitor = blocks human WRN helicase. Q14191. WRN helicase unwinding, fluorescent forked duplex, kinetic. Potency, µM (titrated, usually from 114 µM), without a hit: top-dose activity change, negative = inhibition, most hits filed as inhibitors. 360,000 tested, 0.46% active; also: potency is read from the fitted curve at half-maximal effect; % is scaled to controls: 0 for no effect and ±100 for the full control effect; nearly all actives have a fitted effect of over 55% in size
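WRN at 20 nM final was preincubated with compound for 15 min at room temperature; reaction started with 100 nM forked duplex oligonucleotide carrying fluorophore and quencher plus 2 mM ATP (final). Unwinding followed kinetically by red fluorescence (ex 525/em 598 nm).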
FUS suppressor = suppressors of FUS proteinopathy in yeast; 390,000 tested, 0.24% active; Potency, µM (doses to about 76.6 µM), for the others: at the top dose growth rescue (activation), usual class: activators; S. cerevisiae FUS-expressing, growth rescue, OD600, 24 h; AID 1347120;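 also: potency is read from the fitted curve at half-maximal effect; plate controls were DMSO vehicle for no effect and reference control for full effect; nearly all actives have a fitted effect of over 55% in size; some results filed as inactive show a strong effect at the top dose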
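FUS-expressing yeast, raffinose-pregrown, induced in 2% galactose minimal medium at OD 0.005; compounds in a dilution series, 24hr at 30C. Growth restoration read as absorbance at 600 nm. CP55940 positive control, DMSO negative.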
IL-2 act = IL-2 activation; AID 652025; 360,000 tested, 0.065% active; activation, % (series mostly up to about 46 µM); IL-2 activation reporter assay, cell-based qHTS; stimulated with anti-CD3/CD4/CD28 beads; in transgenic mouse T cells; in the data active = activation above about 50%; inconclusive = mostly about 30% to 49%; also: 0% is about no effect
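Screening format: compound pinned onto unstimulated transgenic mouse T cells, 60 min incubation, then anti-CD3/anti-CD4/anti-CD28 bead stimulation for 18 hours at 37 degrees C, followed by EGFP and DsRed detection.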
aSyn yeast inh = alpha-synuclein toxicity inhibition in yeast; 370,000 tested, 0.14% active; Potency, µM (series often up to 46.1 µM), for inactives: at the highest dose growth rescue (activation), most hits filed as activators; Yeast expressing alpha-synuclein, growth rescue, BacTiter-Glo, 24 h; AID 652106; also: potency is read from the fitted curve at half-maximal effect; % of control where 0% means no effect; nearly all actives have a fitted effect of over 65% in size
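Screening used galactose-induced yeast with toxic alpha-synuclein levels, exposed to compound for 24 hr at 30 deg C. Cell growth, read with BacTiter-Glo luminescence, gave the measured signal.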
PI5P4Ka inh = blocks human PI5P4K alpha kinase activity. P48426. PI5P4Kalpha enzyme, ADP-Glo luminescence, 60 min; hits give low values. max response, %. 330,000 tested, 1.2% active. AID 652105; active = max response of -50% or lower; inconclusive = between -30% and -50%; inactive = -30% or higher; also: value at the top dose of about 77 µM; % is scaled to controls: 0 for no effect and ±100 for the full control effect
Target sequence (P48426 whole entry, looked up): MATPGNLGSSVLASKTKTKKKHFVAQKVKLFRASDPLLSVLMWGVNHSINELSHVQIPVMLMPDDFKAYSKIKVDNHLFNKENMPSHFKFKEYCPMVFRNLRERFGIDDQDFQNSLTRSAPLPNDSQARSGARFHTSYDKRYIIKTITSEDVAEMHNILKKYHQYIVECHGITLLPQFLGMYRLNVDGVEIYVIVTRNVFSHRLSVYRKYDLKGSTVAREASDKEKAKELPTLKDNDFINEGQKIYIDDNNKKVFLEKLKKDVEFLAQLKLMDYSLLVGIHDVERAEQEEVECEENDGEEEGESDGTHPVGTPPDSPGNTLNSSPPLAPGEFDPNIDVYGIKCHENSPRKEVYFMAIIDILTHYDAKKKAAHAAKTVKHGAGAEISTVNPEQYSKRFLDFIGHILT
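Controls without substrate or without enzyme flank wells where PI5P4Kalpha converts substrate using 5 microM ATP (final). Incubation lasts 60 minutes at room temperature; ADP formed is read by ADP-Glo luminescence.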
Active calls of the source: *; u = inconclusive; x = no result given; [ ] = dose if it differs, or a comment. Unless noted, calls follow the shape of the dose curve; as a rule, active = well fitted curve in the direction sought with a large enough effect; inconclusive = small, poorly fitted or top-dose-only effect, or another doubt; inactive = no such curve, though single readings can be large; an effect the other way counts as inactive or inconclusive. Hits appear at their usual frequency; 4.1% or so of the library scored in one or more.

SMILES	EPAC1 agonist	PLK1 PBD block	EPAC1 antagonist	Abeta rescue	WRN inhibitor	FUS suppressor	IL-2 act	aSyn yeast inh	PI5P4Ka inh
CCOC(=O)N1CCN(C(=O)CSc2ccc(C(F)(F)F)cc2[N+](=O)[O-])CC1	-12.0%	-3.5%	-7.8%	13.5%	4.6%	4.0%	-0.7	-1.9%	-3.5
CC1=C(C)/C(=N\OS(=O)(=O)c2ccccc2)C=CC1=O	8.4%	u	-13.8%	-92.8%[inhibitor]	u	16.9%	-3.4	-72.1%[inhibitor]	-0.1
CSc1n[nH]c(N)c1S(=O)(=O)c1ccc(Cl)cc1	-16.1%	2.8%	10.4%	-6.5%	-1.8%	-32.9%	-0.2	2.4%	0.9
COc1ccc(OC)c(NC(=S)NCCN2CCOCC2)c1	-6.8%	-4.9%	1.1%	-11.5%	-9.2%	x	-1.7	0.6%	0.5
CCc1ccc(C2CC(=O)N3CN(c4ccccc4)CSC3=C2C#N)cc1 (stereo not drawn)	-6.3%	21.2µM*	u	-1.6%	-22.4%[57.1 µM]	32.0%	1.0	-3.9%	-95.4*
COC(=O)/C(=C/Nc1ccccc1)[N+](=O)[O-]	5.3%	-22.3%	10.7%	11.5%	-8.3%	-22.8%	0.5	0.1%	x
NC(=O)COC(=O)CSc1ccc2ccccc2c1	4.2%	-4.2%	-28.3%	u	-1.2%[57.1 µM]	7.8%	-2.0	-0.3%	0.8
CN(C)S(=O)(=O)c1cccc(C(=O)C2=C3SC=C(c4ccccc4)N3CC2)c1	-0.7%	u	8.4%	7.9%	-12.5%	18.3%	-1.0	6.5%	-2.5
O=C(N[C@@H]1CCC(=O)N(CC[C@H](Sc2ccccc2)c2ccccc2)CC1)OCc1ccccc1	-22.6%	-8.8%	-19.4%	5.5%	-10.0%	44.4%	-0.5	15.2%	1.9
CCCCn1c(N)c(N(CC(C)C)C(=O)CSCc2cccc(C)c2)c(=O)[nH]c1=O	-2.2%	-7.5%	-2.6%	10.3%	-17.0%	u	0.6	-5.3%	0.8
CC(C)CC#Cc1ccc2c(c1)O[C@H](CN(C)C(=O)Cc1ccncc1)[C@H](C)CN([C@H](C)CO)S2(=O)=O	-19.7%	-14.7%	u	-9.8%	-7.9%	43.7%	-2.9	-2.4%	-7.9
Cn1nc(C(C)(C)C)c([N+](=O)[O-])c1C(=O)NC1CCCCC1	-8.8%	-3.9%	-1.5%	-0.1%	1.3%	-26.8%	2.7	5.3%	0.7
CCSc1sc(CC)cc1C=O	4.4%	-4.9%	-18.9%	-11.2%	-18.0%[57.1 µM]	-9.0%	1.7	-1.8%	1.6
c1cnn(Cc2cnc(N3CCOCC3)s2)c1	6.4%	-3.8%	-0.3%	3.9%	4.4%	-7.9%	0.5	-7.2%	0.6
CC(=O)c1c(C)[nH]c(C(=O)CSc2ncnc3sc(-c4ccccc4)cc23)c1C	5.8%	2.2%	-4.6%	1.6%	-17.3%	x	-0.2	-5.6%	2.2
CC(=O)C1C(c2ccncc2)NC(=O)NC1(O)C(F)(F)F (stereo not drawn)	2.1%	-10.0%	3.9%	3.3%	2.5%	15.6%	-3.1	-0.9%	x
O=C(NC1CCC(NC(=O)C(F)(F)C(F)F)CC1)C(F)(F)C(F)F (stereo not drawn)	-0.6%	2.9%	16.4%	0.2%	-11.2%	26.3%	-2.2	3.7%	x
Cc1ccc(C(=O)NC(=S)Nc2cccc(NC(=O)c3ccccc3)c2)cc1[N+](=O)[O-]	9.3%	-5.6%	15.6%	10.5%	-19.4%	13.8%	0.4	-9.9%	-6.6
CC(C)OCCCNC(=O)c1cc(Sc2ccc(F)cc2)nc2ccccc12	-16.0%	-3.1%	-15.1%	5.8%	-5.5%	x	-4.0	0.8%	2.6
O=C(NCc1cccs1)c1ccc(-c2ccc(F)c(F)c2)c2ccoc12	-6.3%	-5.8%	-1.0%	-8.6%	-9.7%	9.0%	-0.8	-1.8%	8.6
COc1cc(C(=O)NCC(=O)OCCN2C(=O)c3ccccc3C2=O)cc(OC)c1OC	1.4%	-17.4%	-8.4%	-15.3%	-35.7%	-17.6%	-0.3	-5.2%	-3.8
Cc1ccccc1NC(=O)CSc1nnnn1C	-5.4%	-1.8%	3.1%	-3.0%	7.9%	u	-0.1	0.6%	5.9
CCOC(=O)CC(NS(=O)(=O)c1ccc2[nH]c(=O)sc2c1)c1ccc(C)cc1 (stereo not drawn)	-5.3%	-7.5%	6.7%	-20.1%	-1.1%	31.1%	2.1	0.7%	7.8
Cc1noc(NS(=O)(=O)c2ccc(NC(=O)C(F)(F)F)cc2)c1C	5.7%	1.3%	-0.5%	10.5%	1.3%	-1.7%	0.2	9.4%	-5.4
CCOC(=O)c1nnn(CC(=O)Nc2cc(F)ccc2F)c1C(=O)OCC	-5.9%	-0.5%	-1.4%	9.3%	-8.3%	7.9%	-1.2	0.5%	-0.2
CN(c1ccc(C(=O)NCCSCc2ccc(Cl)cc2)cc1)S(=O)(=O)c1ccccc1	1.9%	-6.7%	-14.4%	-2.5%	-1.1%	x	0.2	6.2%	2.2
Cc1ccnc(NS(=O)(=O)c2ccc(NC(=O)C34CC5CC(C)(CC(C)(C5)C3)C4)cc2)n1	5.0%	-4.1%	-5.0%	-3.0%	5.9%	u	0.6	7.8%	x
COC(=O)c1ccc(OCCOCCOc2cccc3ccc(C)nc23)cc1	-8.8%	-4.1%	-19.0%	-2.2%	5.8%	x	-0.3	-4.8%	5.3
Cc1[nH]c2ccccc2c1/C=N/Nc1ccc([N+](=O)[O-])cc1	-8.1%	16.5%	-21.5%	8.0%	0.4%	25.5%	0.2	9.6%	-7.4
Cn1c(=O)c([N+](=O)[O-])c(-n2ccnc2)c2ccccc21	4.5%	-6.2%	-4.6%	-3.7%	-31.6%	-8.8%	-6.2	1.2%	-10.9
COc1ccc(C(=O)NC(=S)Nc2ccccc2N2CCOCC2)cc1[N+](=O)[O-]	4.4%	-10.5%	2.7%	-9.2%	2.1%	-14.7%	-0.2	-15.6%	-8.9
O=C(Cn1cc2c(n1)CCCCC2)Nc1ccccc1Cl	0.9%	5.2%	11.7%	9.9%	-5.0%	0.7%	-3.4	18.1%	0.2
COc1cccc(OC)c1C(=O)NC(C)c1ccccc1 (stereo not drawn)	2.8%	-1.7%	-13.8%	8.5%	6.1%	-5.1%	0.0	1.7%	9.8
CC1CCCCN1C(=O)NC12CC3CC(CC(C3)C1)C2 (stereo not drawn)	-3.1%	-1.5%	-6.8%	-5.5%	-2.7%	16.4%	0.1	2.1%	x
CC(=O)Nc1ccc(NCCc2ccco2)cc1	5.1%	0.2%	-0.8%	-0.3%	-5.8%	-11.5%	-0.1	-6.5%	0.6
O=C(NCc1ccco1)c1ccc(NS(=O)(=O)c2cccc(F)c2)cc1	0.0%	-7.7%	-22.6%	13.4%	-1.2%	4.8%	-1.4	-5.9%	-1.2
COc1ccc(C2N(C(=O)c3ccccc3)CCN2C(=O)c2ccccc2)cc1	7.0%	-13.9%	6.9%	-2.3%	3.6%	20.8%	-2.1	0.3%	-0.6
CC(C)(C)NC(=O)C(c1ccncc1)N(Cc1ccco1)C(=O)c1ccc(-c2ccccc2)[nH]1 (stereo not drawn)	3.6%	-20.5%	-24.2%	3.0%	-33.4%	30.4%	-1.4	17.3%	-0.2
COc1cccc2c1C1COC3C4CC(C(=O)O)C(C(C2)N13)N4C (stereo not drawn)	-6.3%	0.7%	7.1%	6.6%	-0.3%	x	-5.0	-7.8%	-6.3
O=C(CNC(=O)c1ccccc1C(F)(F)F)N/N=C/c1cccs1	-0.7%	-11.3%	-15.6%	x	-2.8%	-9.4%	-0.5	-7.8%	-3.3

Just EPAC1 agonist and Abeta rescue (2 entries from above):
Molecule | EPAC1 agonist | Abeta rescue
NC(=O)COC(=O)CSc1ccc2ccccc2c1 | 4.2% | u
CN(C)S(=O)(=O)c1cccc(C(=O)C2=C3SC=C(c4ccccc4)N3CC2)c1 | -0.7% | 7.9%

The results go on.
SMILES	EPAC1 agonist	PLK1 PBD block	EPAC1 antagonist	Abeta rescue	WRN inhibitor	FUS suppressor	IL-2 act	aSyn yeast inh	PI5P4Ka inh
CCCCCCn1c(SCC(C)C)nc2c1c(=O)[nH]c(=O)n2C	2.3%	-8.1%	14.9%	0.0%	-12.9%[57.1 µM]	-10.2%	-1.8	4.5%	-3.6
COc1ccc(CCNS(=O)(=O)c2cn(C)c(=O)n(C)c2=O)cc1	7.1%	-0.5%	-14.8%	-1.0%	1.5%	-22.7%	0.5	-3.0%	1.1
COC(=O)CC1=C(c2ccc([N+](=O)[O-])cc2)CCC1=O	-0.5%	-16.4%	-8.3%	1.0%	-2.1%	9.2%	-0.4	-7.7%	-2.5
S=C(NC1CCCC1)NC1CCCC1	12.0%	-5.7%	15.3%	u	-3.8%	-18.2%	-0.3	-2.7%	0.5
COc1ccc(C(=O)COC(=O)CNC(=O)c2ccc(C)s2)c(OC)c1	10.8%	-12.4%	-2.6%	-15.8%	-4.5%	12.1%	-0.7	6.2%	u
Cc1ccc(C(=O)OCC(=O)Nc2ccccc2Sc2ccccc2)cc1C	4.9%	-6.6%	-7.2%	0.8%	-1.9%	22.6%	0.5	5.9%	0.7
CC1CC(c2ccccc2)NS(=O)(=O)O1 (stereo not drawn)	-24.3%	-14.2%	-1.6%	-13.5%	0.2%	-28.4%	-0.3	-2.9%	1.7
O=C(NCC(=O)N1CCC(Cc2ccccc2)CC1)c1ccccc1F	4.9%	-10.3%	-6.2%	-19.4%	2.8%	16.2%	0.6	17.3%	-5.8
Cc1cc(-c2ccccc2)n2nc(N)nc2n1	-10.7%	2.1%	-1.4%	-8.3%	6.6%	-13.4%	-1.2	0.9%	0.3
O=C(COC(=O)c1cccc([N+](=O)[O-])c1)Nc1ccc(Cl)cn1	0.5%	-2.7%	-6.4%	-1.5%	1.0%	5.2%	-1.4	-6.0%	-11.9
